# KCNH2 3.1 inh: blocks the human KCNH2 3.1 channel isoform | U2OS KCNH2 3.1, thallium flux FluxOr; stronger effect = lower value | activity change, % (tested at about 1.8 µM) | hit rate 0.95% among 340,000 | AID 720553;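 active = maximum activity change below -70%; inconclusive = maximum activity change from -70% to -50%; inactive = maximum activity change above -50%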;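 also: thallium influx rate constant from kinetic fluorescence after stimulation buffer; % is scaled to controls: 0 for no effect and ±100 for the full control effect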
#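 Measured as rate of thallium-driven FluxOr signal in transduced U2OS cells carrying the 3.1 channel, read kinetically for 2 min upon stimulation; values are rate constants scaled to DMSO control wells.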
# B2AR arrestin: recruits beta-arrestin to the human beta2-adrenergic receptor | P07550 | beta-arrestin recruitment to beta2AR, cell-based reporter | Potency, µM (titrated, usually from 46.1 µM), without a hit: at the highest dose activation, usual class: activators | hit rate 0.02% among 330,000 | AID 492947;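 also: potency is read from the fitted curve at half-maximal effect; 0% = DMSO controls and full agonism = EC100 isoproterenol or metaproterenol; nearly all actives have a fitted effect of over 65% in size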
# GALK inh: galactokinase (human) inhibition; AID 1868; P51570; Potency, µM (titrated, usually from 57.5 µM), for inactives: at the top dose activity change, negative = inhibition, actives largely listed as inhibitors; hit rate 0.007% among 270,000; Purified GALK, Kinase-Glo residual ATP luminescence; also: potency is read from the fitted curve at half-maximal effect; % is scaled to controls: 0 for no effect and ±100 for the full control effect
#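 The enzyme phosphorylates galactose (100 uM) using ATP (35 uM); inhibition is detected as higher residual ATP, quantified by bioluminescence after 1 h reaction at room temperature, pH 8.0.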
# FBPA coupling cs: counter-screen for Giardia aldolase inhibitors: coupling enzyme system. coupling enzyme system counterscreen, AmpLite Red fluorescence. activity change, negative = inhibition, % at 58.2 µM, hits read low. hit rate 0.67% among 290,000. AID 2472; in the data active = activity change below about -30%; also: % is scaled to controls: 0 for no effect and ±100 for the full control effect
#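 Coupling enzymes only (glyceraldehyde-3-phosphate) + compound, at 57.5 uM final, 10 min RT; add substrate/coupling/AmpLite Red mix, 20 min RT; fluorescence ex 525/em 598 nm. Actives flag coupling-system interference.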
# Giardia kill: Giardia lamblia killing; Giardia lamblia trophozoite viability; activity change, % at 7.66 µM, hits read low; hit rate 0.15% among 340,000; AID 540267; in the data active = activity change below about -80%; inconclusive = between about -30% and that limit;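 also: parasites exposed to compound for two days anaerobically before the ATP read; % is scaled to controls: 0 for no effect and ±100 for the full control effect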
#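 Giardia trophozoites, 100 cells per well, were exposed to compounds for 48 hrs at 37 deg C under anaerobic conditions; viability was then read as ATP content by bioluminescence after 15-30 min at room temperature.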
# Menin-MLL TR inh: inhibitors of human menin-MLL interaction, mutant MLL peptide. Menin + Texas Red MLL mutant peptide, fluorescence polarization. Potency, µM (highest dose often 61.6 µM), inactives show top-dose FP activity change, negative = inhibition, usual class: inhibitors. hit rate 0.23% among 270,000; active = well fitted inhibition curve with a large enough effect in the polarisation, with a control signal flat, not every such curve was filed as active; inconclusive = small, poorly fitted or top-dose-only effect, or effect the other way, or a change in a side signal; inactive = no such curve, though single readings can be large or run the other way; the % refers to the polarisation; also: potency is read from the fitted curve at half-maximal effect; % of control where 0% means no effect; many of its hits are not listed in these tables
# MLL CXXC-DNA inh: inhibitors of human MLL CXXC domain-DNA interaction. Potency, µM (series often up to 115 µM), without a hit: at the top dose activity change, negative = inhibition, most hits filed as inhibitors. Q03164. MLL-CXXC / FITC-HOXA9 DNA fluorescence polarization. hit rate 0.037% among 290,000; active = well fitted inhibition curve with a large enough effect in the polarisation, with a control signal flat, not every such curve was filed as active; inconclusive = small, poorly fitted or top-dose-only effect, or effect the other way, or a change in a side signal; inactive = no such curve, though single readings can be large or run the other way; the % refers to the polarisation; also: potency is read from the fitted curve at half-maximal effect
#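 Fluorescence polarization: 7 uM MLL-CXXC (stock) preincubated 5 min with compounds, then 50 nM fluorescein-HOX-A9 DNA (stock) added; 30 min ambient. Buffer 50 mM Tris-HCl pH 7.5, 50 mM NaCl, 1 mM DTT, 0.05% BSA.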
# hERG WT inh: KCNH2 (human, wildtype) channel inhibition; AID 720551; Q12809; hit rate 0.37% among 340,000; activity change, % at 1.84 µM; U2OS, BacMam KCNH2, thallium flux FluxOr; stronger effect = lower value;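 active = maximum activity change below -70%; inconclusive = maximum activity change between -70% and -50%; inactive = maximum activity change above -50%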; also: % is scaled to controls: 0 for no effect and ±100 for the full control effect
# Target sequence (Q12809 whole entry, looked up): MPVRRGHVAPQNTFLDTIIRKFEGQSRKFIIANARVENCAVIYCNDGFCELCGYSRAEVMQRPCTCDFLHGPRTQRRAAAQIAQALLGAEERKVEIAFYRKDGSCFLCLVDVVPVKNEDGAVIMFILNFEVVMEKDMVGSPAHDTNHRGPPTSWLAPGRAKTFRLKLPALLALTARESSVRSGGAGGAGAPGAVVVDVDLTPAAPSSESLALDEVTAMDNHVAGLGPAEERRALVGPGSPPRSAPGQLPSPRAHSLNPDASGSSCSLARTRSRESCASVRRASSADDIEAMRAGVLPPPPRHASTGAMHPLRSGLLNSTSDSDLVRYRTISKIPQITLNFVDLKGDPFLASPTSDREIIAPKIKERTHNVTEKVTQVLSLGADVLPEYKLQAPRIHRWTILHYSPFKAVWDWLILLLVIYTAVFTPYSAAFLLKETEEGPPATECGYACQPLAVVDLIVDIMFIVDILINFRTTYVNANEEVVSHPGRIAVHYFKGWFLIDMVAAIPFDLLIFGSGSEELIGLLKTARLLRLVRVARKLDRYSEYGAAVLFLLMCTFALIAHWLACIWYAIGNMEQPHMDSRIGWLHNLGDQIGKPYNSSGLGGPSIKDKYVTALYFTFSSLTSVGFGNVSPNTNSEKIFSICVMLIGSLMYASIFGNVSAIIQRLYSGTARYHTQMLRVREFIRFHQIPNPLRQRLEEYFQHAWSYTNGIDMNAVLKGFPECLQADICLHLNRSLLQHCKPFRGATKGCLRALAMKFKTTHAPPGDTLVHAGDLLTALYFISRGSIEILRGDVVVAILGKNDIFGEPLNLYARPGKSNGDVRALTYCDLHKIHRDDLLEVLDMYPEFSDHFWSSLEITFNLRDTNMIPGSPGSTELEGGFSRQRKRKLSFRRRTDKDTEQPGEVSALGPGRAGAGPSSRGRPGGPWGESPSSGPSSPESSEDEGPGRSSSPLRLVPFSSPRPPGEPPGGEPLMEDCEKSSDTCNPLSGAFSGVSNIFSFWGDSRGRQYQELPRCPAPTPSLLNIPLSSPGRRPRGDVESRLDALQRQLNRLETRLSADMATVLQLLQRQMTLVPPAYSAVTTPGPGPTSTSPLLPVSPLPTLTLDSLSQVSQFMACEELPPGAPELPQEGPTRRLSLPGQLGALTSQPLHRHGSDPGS
#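 U2OS cells transduced with wild-type KCNH2 virus are loaded with FluxOr dye for 45 min, and thallium flux is measured in kinetic reads before and after stimulation buffer. Rate constants are normalized to DMSO controls.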
# USP2a block: USP2a (human) protease inhibition; hit rate 0.01% among 330,000; USP2 core, Ub-CHOP2 coupled fluorogenic reporter, 485/531; Potency, µM (top dose mostly 38.3 µM), without a hit: top-dose activity change, negative = inhibition, usual class: inhibitors; AID 463254; O75604;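 also: potency is read from the fitted curve at half-maximal effect; plate controls were DMSO wells for no effect and full inhibition by NEM control for full effect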
#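 USP2 core (10nM final) preincubated 30min RT with compound in 20mM Tris-HCl pH 8.0, 2mM CaCl2, 2mM beta-mercaptoethanol, 0.05% CHAPS; 25nM Ub-CHOP2 plus 25nM reporter substrate added, fluorescence (Ex485/Em531) read after 60min.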
# PKM2 act: activators of human pyruvate kinase M2; purified PKM2, Kinase-Glo ATP luminescence, activation; response scale: 0% is enzyme alone, no compound; hit rate 0.34% among 260,000; Potency, µM (top dose mostly 57.5 µM), without a hit: at the top dose activation, actives largely listed as activators; also: potency is read from the fitted curve at half-maximal effect; % is scaled to controls: 0 for no effect and ±100 for the full control effect; nearly all actives have a fitted effect of over 55% in size
#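 ATP formation by purified human PK-M2, quantified via coupled luciferase luminescence after 1 h at room temperature with 0.1 mM ADP and 0.5 mM PEP final.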
# TRPV1 ag: agonists of human vanilloid receptor 1 (TRPV1). Q8NER1. TRPV1-expressing cells, Fluo-8 calcium influx, agonist mode. activation, % at 8.33 µM. hit rate 0.19% among 320,000; in the data active = activation above about 80%; inconclusive = between about 30% and that limit; also: 0% is about no effect
#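 TRPV1-expressing cells were cultured overnight at 35.5C and loaded with Fluo-8 calcium dye for 40 to 90 min at room temperature. After a 10 s baseline, compound was added and calcium influx was read kinetically for 3 min (ex 480/em 520 nm).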
# Numbers without * were called inactive; u = inconclusive; x = no result given; [ ] = dose if it differs, or a comment. Unless noted, calls follow the shape of the dose curve; as a rule, active = well fitted curve in the direction sought with a large enough effect; inconclusive = small, poorly fitted or top-dose-only effect, or another doubt; inactive = no such curve, though single readings can be large; an effect the other way counts as inactive or inconclusive. The list is partial; count on the stated rates, not on these rows.
# Start of the data: the first two compounds (preview)
# Results follow in this order: KCNH2 3.1 inh	B2AR arrestin	GALK inh	FBPA coupling cs	Giardia kill	Menin-MLL TR inh	MLL CXXC-DNA inh	hERG WT inh	USP2a block	PKM2 act	TRPV1 ag
(1) CC(=O)OCC1=C(C(=O)O)N2C(=O)C(NC(=O)CCn3nc(C(F)(F)F)c(Br)c3C3CC3)C2SC1 (stereo not given)
→ 7	-0.4%	1%	1	0	10%	12%	1	0%	14%	1
(2) COc1ccc(-c2cc(=O)n(-c3nc4ccccc4[nH]3)[nH]2)cc1
→ 5	0.0%	0%	-5	-26	u	4%	3	-5%	-5%	-1

# This part in full, previewed entries included:
# Results follow in this order: KCNH2 3.1 inh	B2AR arrestin	GALK inh	FBPA coupling cs	Giardia kill	Menin-MLL TR inh	MLL CXXC-DNA inh	hERG WT inh	USP2a block	PKM2 act	TRPV1 ag
(1) CC(=O)OCC1=C(C(=O)O)N2C(=O)C(NC(=O)CCn3nc(C(F)(F)F)c(Br)c3C3CC3)C2SC1 (stereo not given)
→ 7	-0.4%	1%	1	0	10%	12%	1	0%	14%	1
(2) COc1ccc(-c2cc(=O)n(-c3nc4ccccc4[nH]3)[nH]2)cc1
→ 5	0.0%	0%	-5	-26	u	4%	3	-5%	-5%	-1
(3) Cc1n[nH]c(=O)nc1NCc1ccco1
→ 7	-0.5%	0%	2	-3	u	-2%	-6	1%	u	x
(4) O=C(c1cnc2n(c1=O)CCS2)N1CCN(c2ccc([N+](=O)[O-])cc2)CC1
→ -28	-0.1%	1%	0	-21	3%	6%	12	1%	14%	-1
(5) COC(=O)c1ccccc1NC(=O)CN1CCC(n2nnc3cc(F)ccc32)CC1
→ -8	0.2%	-3%	-2	8	4%	5%	4	1%	-4%	u
(6) CCC1(c2ccc(F)cc2)NC(=O)N(CC(=O)Nc2cccnc2Cl)C1=O (stereo not given)
→ 10	2.4%	x	x	18	x	x	-4	0%	x	3
(7) Cc1cc(C)n2nc(SCC(=O)NC(=O)c3ccc(OC(F)F)cc3)nc2n1
→ 9	-3.7%	x	x	16	x	x	0	-1%	x	x
(8) Cc1c(OCC(=O)N2CCC(C(=O)O)CC2)ccc2c1oc(=O)c1ccccc12
→ 3	-0.1%	x	5	-18	-30%	-16%	-5	1%	19%	-1
(9) O=c1[nH]c(=S)[nH]c2c1CN(Cc1ccc(F)cc1)CC2
→ 2	0.1%	8%	4	-7	6%	-4%	9	1%	x	-3
(10) CCCOc1ccc(CNC(=O)c2ccc3c(c2)N(CC)CCS3)cc1
→ -13	-0.7%	x	0	-15	2%	x	-6	2%	-1%	12
(11) CC(NC(=O)c1ccc2c(c1)OCO2)C(c1cccs1)N1CCOCC1 (stereo not given)
→ -1	-0.2%	5%	6	1	7%	-7%	2	-1%	-3%	3
(12) O=C1CC(c2ccccc2)CC(O)=C1C=NCc1ccco1 (stereo not given)
→ -2	-0.3%	0%	5	13	-20%	-1%	-10	2%	-19%	4
(13) CC(=O)Nc1cccc(-c2csc(N)n2)c1
→ 9	-1.1%	0%	0	13	6%	8%	2	2%	-7%	-5
(14) O=C1CCCC/C1=C/Nc1ccc(C(=O)O)cc1
→ 3	0.3%	0%	2	-17	-1%	1%	-3	2%	-1%	2
(15) O=c1c2[nH]c3ccc(F)cc3c2ncn1CCN1CCOCC1
→ 15	0.2%	1%	-2	4	-5%[11.7 µM]	-3%	17	6%	-1%	x
(16) COc1ccc(OC)c(/C=C2\Oc3cc(OCC(=O)N4CCC(C(=O)O)CC4)ccc3C2=O)c1
→ -2	-0.9%	x	3	-7	u	0%	-16	0%	1%	16
(17) CCOc1cc(/C=C/C(=O)OCC(=O)NCC2CCCO2)cc(Cl)c1OC (stereo not given)
→ 0	0.2%	x	x	-11	x	x	-3	1%	x	x
(18) O=C(CS(=O)(=O)c1cn(Cc2cccc(F)c2)c2ccccc12)N1CCCCC1
→ 7	-0.8%	-2%	0	5	-8%	2%	0	3%	2%	15

# Part of the list above in a different format:
entry	mol	KCNH2 3.1 inh	B2AR arrestin	GALK inh	FBPA coupling cs	Giardia kill	Menin-MLL TR inh	MLL CXXC-DNA inh	hERG WT inh	USP2a block	PKM2 act	TRPV1 ag
1	CC(=O)OCC1=C(C(=O)O)N2C(=O)C(NC(=O)CCn3nc(C(F)(F)F)c(Br)c3C3CC3)C2SC1 (stereo not given)	7	-0.4%	1%	1	0	10%	12%	1	0%	14%	1
2	COc1ccc(-c2cc(=O)n(-c3nc4ccccc4[nH]3)[nH]2)cc1	5	0.0%	0%	-5	-26	u	4%	3	-5%	-5%	-1
3	Cc1n[nH]c(=O)nc1NCc1ccco1	7	-0.5%	0%	2	-3	u	-2%	-6	1%	u	x
4	O=C(c1cnc2n(c1=O)CCS2)N1CCN(c2ccc([N+](=O)[O-])cc2)CC1	-28	-0.1%	1%	0	-21	3%	6%	12	1%	14%	-1
5	COC(=O)c1ccccc1NC(=O)CN1CCC(n2nnc3cc(F)ccc32)CC1	-8	0.2%	-3%	-2	8	4%	5%	4	1%	-4%	u
6	CCC1(c2ccc(F)cc2)NC(=O)N(CC(=O)Nc2cccnc2Cl)C1=O (stereo not given)	10	2.4%	x	x	18	x	x	-4	0%	x	3
7	Cc1cc(C)n2nc(SCC(=O)NC(=O)c3ccc(OC(F)F)cc3)nc2n1	9	-3.7%	x	x	16	x	x	0	-1%	x	x
8	Cc1c(OCC(=O)N2CCC(C(=O)O)CC2)ccc2c1oc(=O)c1ccccc12	3	-0.1%	x	5	-18	-30%	-16%	-5	1%	19%	-1
9	O=c1[nH]c(=S)[nH]c2c1CN(Cc1ccc(F)cc1)CC2	2	0.1%	8%	4	-7	6%	-4%	9	1%	x	-3
10	CCCOc1ccc(CNC(=O)c2ccc3c(c2)N(CC)CCS3)cc1	-13	-0.7%	x	0	-15	2%	x	-6	2%	-1%	12
11	CC(NC(=O)c1ccc2c(c1)OCO2)C(c1cccs1)N1CCOCC1 (stereo not given)	-1	-0.2%	5%	6	1	7%	-7%	2	-1%	-3%	3

# Assay outcomes deposited in PubChem by National Center for Advancing Translational Sciences (NCATS).
